FadD28 FP inh: inhibitors of FadD28 bisubstrate probe binding, primary screen, biochemical, fluorescence polarization, single point. Mycobacterium tuberculosis FadD28 fatty-acid-AMP ligase. inhibition, % at 12.5 µM. 0.22% of 360,000 active. AID 588549, 2011; in the data active means inhibition above about 8.5%, passing the limit was not always enough; inconclusive means no clear call, values can overlap the other calls
Mtb BioA inh: M. tuberculosis BioA enzyme inhibitors, primary screen, biochemical, plate reader, single point, HTS. 0.096% of 360,000 active. purified M. tuberculosis BioA enzyme. AID 602481, 2012. inhibition, % at 9.99 µM; in the data active means inhibition above about 40%; inconclusive means no clear call, values can overlap the other calls
CCHFV vOTU inh: CCHFV vOTU protease inhibitors, primary screen, biochemical, Pep-AMC substrate, fluorescence | Crimean-Congo hemorrhagic fever virus L polyprotein viral ovarian tumor (vOTU) protease … | inhibition, % at 11.5 µM | 0.55% of 370,000 active | AID 651958, 2012; further: 0% = vehicle wells with enzyme and 100% = no enzyme wells
GDH-TPI counter: GDH-TPI coupling enzyme inhibitors, primary screen, artefact control for M. tuberculosis FBA inhibitor project, biochemical, absorbance, full deck; inhibition, % at 4.8 µM; AID 588335, 2011; GDH-TPI coupled enzyme counterscreen, NADH absorbance; 1.2% of 360,000 active;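 further: 0% = DMSO wells and 100% = wells lacking the enzyme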
Mtb UGM inh: M. tuberculosis UGM enzyme inhibitors, primary screen, biochemical, fluorescence polarization, single point; UDP-galactopyranose mutase (Mycobacterium tuberculosis (strain ATCC 25618 / H37Rv)), …; purified UGM, fluorescence polarization probe displacement; inhibition, % at 10 µM; 0.06% of 320,000 active; AID 504406, 2011; in the data active means inhibition above about 10%, passing the limit was not always enough; inconclusive means no clear call, values can overlap the other calls
Target sequence (P9WIQ1 whole entry, looked up): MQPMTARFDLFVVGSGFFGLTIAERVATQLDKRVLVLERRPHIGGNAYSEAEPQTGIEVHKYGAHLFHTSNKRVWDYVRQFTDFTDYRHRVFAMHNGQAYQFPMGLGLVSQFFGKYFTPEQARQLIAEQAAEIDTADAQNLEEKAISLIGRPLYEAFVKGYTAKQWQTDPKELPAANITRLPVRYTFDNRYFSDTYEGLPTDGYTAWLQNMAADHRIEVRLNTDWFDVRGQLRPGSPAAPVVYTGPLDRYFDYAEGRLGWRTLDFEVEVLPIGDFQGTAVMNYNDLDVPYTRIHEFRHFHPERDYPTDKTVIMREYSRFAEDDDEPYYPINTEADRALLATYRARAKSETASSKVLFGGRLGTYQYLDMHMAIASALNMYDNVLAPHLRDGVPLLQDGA
BoNT-A LC inh2: BoNT/A light chain protease inhibitors, primary screen, biochemical, flow cytometry, MLPCN library; 0.17% of 360,000 active; inhibition, % at 10 µM; AID 588499, 2011; multiplex microsphere protease substrate cleavage; in the data active means inhibition above about 30%; inconclusive means no clear call, values can overlap the other calls; further: plate controls were buffer without enzyme for full effect and enzyme alone for no effect
PrPC TRFRET: inhibitors of human cell surface prion protein PrPC, primary screen, cell-based, TR-FRET; AID 720596, 2013; TR-FRET read-out; Major prion protein (Homo sapiens), P04156; inhibition, % at 13.8 µM; 0.43% of 370,000 active; in the data active means inhibition above about 24%; further: 0% = median of the test wells and 100% = reference compound wells
Mtb FBA inh: Mtb FBA enzyme inhibitors, primary screen, biochemical, fluorescence, strain H37Rv | Fructose-bisphosphate aldolase (Mycobacterium tuberculosis (strain ATCC 25618 / H37Rv)), … | purified M. tuberculosis FBA, fluorescence read-out | inhibition, % at 1 µM | 2.3% of 360,000 active; in the data active means inhibition above about 27%;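 further: 0% = vehicle and 100% = reference inhibitor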
Target sequence (P9WQA3 whole entry, looked up): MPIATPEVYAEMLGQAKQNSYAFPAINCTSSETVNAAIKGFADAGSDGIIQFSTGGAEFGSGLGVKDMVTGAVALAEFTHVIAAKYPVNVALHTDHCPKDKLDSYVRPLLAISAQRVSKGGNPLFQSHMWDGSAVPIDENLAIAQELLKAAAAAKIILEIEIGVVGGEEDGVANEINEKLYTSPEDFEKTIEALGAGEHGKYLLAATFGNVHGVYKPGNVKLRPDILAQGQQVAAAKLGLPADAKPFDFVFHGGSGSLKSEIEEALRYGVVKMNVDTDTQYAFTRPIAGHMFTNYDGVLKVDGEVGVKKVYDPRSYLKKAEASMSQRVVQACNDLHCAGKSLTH
BoNT F protease: BoNT/F light chain protease inhibitors, primary screen, biochemical, flow cytometry, MLPCN library. inhibition, % at 10 µM. Multiplex microsphere protease cleavage assay. Botulinum neurotoxin type F light chain protease (Clostridium botulinum). AID 588497, 2011. 0.22% of 360,000 active; in the data active means inhibition above about 35%, passing the limit was not always enough; inconclusive means no clear call, values can overlap the other calls; further: plate controls were buffer without enzyme for full effect and enzyme alone for no effect
The depositor's hits bear a star; & = joins results of further samples. Unless noted, no stated cut-off is given here; in the data, active means inhibition above about 30%; inactive means the rest.

For O=C(N/N=C\c1ccc(COc2ccc([N+](=O)[O-])cc2)o1)c1ccc(Cl)cc1 the results were FadD28 FP inh 0.7, Mtb BioA inh -2.0, CCHFV vOTU inh 5.6, GDH-TPI counter 41.8*, Mtb UGM inh -0.1, BoNT-A LC inh2 -0.1, PrPC TRFRET 2.3, Mtb FBA inh -0.4 and BoNT F protease 2.4.
COc1ccc(CCOC(=O)c2ccc(N)c([N+](=O)[O-])c2)cc1 was read as FadD28 FP inh -1.5, Mtb BioA inh 15.0, CCHFV vOTU inh 4.7, GDH-TPI counter 6.1, Mtb UGM inh 1.6, BoNT-A LC inh2 2.1, PrPC TRFRET 1.1, Mtb FBA inh -4.4 and BoNT F protease -2.5.
For COc1ccc(N2CCN(C(=O)c3ccc(C)c(Cl)c3)CC2)cc1 the results were FadD28 FP inh -1.9, Mtb BioA inh 14.0, CCHFV vOTU inh -7.2, GDH-TPI counter 5.9, Mtb UGM inh 2.4, BoNT-A LC inh2 -0.2, PrPC TRFRET 2.6, Mtb FBA inh -3.5 and BoNT F protease -7.9.
For CN1CCN(c2ccc(-c3cccc4nccn34)cn2)CC1 the results were FadD28 FP inh -0.6, Mtb BioA inh 10.5, CCHFV vOTU inh -216.8, GDH-TPI counter 29.8, BoNT-A LC inh2 -0.2, PrPC TRFRET -2.2, Mtb FBA inh active and BoNT F protease -0.8.
For Cc1cc(C(=O)COC(=O)Cc2n[nH]c(=O)c3ccccc23)c(C)n1-c1ccc2c(c1)OCCO2 the results were FadD28 FP inh 0.4, CCHFV vOTU inh 1.9, GDH-TPI counter 13.9, Mtb UGM inh 2.6, BoNT-A LC inh2 -0.2, PrPC TRFRET 13.4, Mtb FBA inh 3.8 and BoNT F protease -6.6.
Cc1noc(C)c1NC(=O)NCCN1CCN(Cc2ccccc2)CC1 was read as FadD28 FP inh -2.2, Mtb BioA inh 0.6, CCHFV vOTU inh -8.0, GDH-TPI counter -0.5, Mtb UGM inh 0.5, BoNT-A LC inh2 inconclusive, PrPC TRFRET -4.8, Mtb FBA inh -1.8 and BoNT F protease inconclusive.
O=[N+]([O-])c1ccc(NN=Cc2cccc([N+](=O)[O-])c2)cc1 was read as FadD28 FP inh -3.6, Mtb BioA inh -2.8, CCHFV vOTU inh 1.7, GDH-TPI counter 7.7, BoNT-A LC inh2 0.6, PrPC TRFRET -4.0, Mtb FBA inh -12.7 and BoNT F protease 5.8.
For COc1ccc(N=CC2=C(O)CC(c3ccccc3)CC2=O)c(OC)c1 (configuration not stated) the results were FadD28 FP inh -1.1, CCHFV vOTU inh -6.5, GDH-TPI counter 12.2, Mtb UGM inh 0.6, BoNT-A LC inh2 1.0, PrPC TRFRET 0.5, Mtb FBA inh 2.0 and BoNT F protease -2.1.
`O=C(CSc1ccccc1F)NNC(=O)c1cncc(Br)c1` gave FadD28 FP inh -2.3, Mtb BioA inh -1.7, CCHFV vOTU inh 7.5, GDH-TPI counter 7.5, Mtb UGM inh -0.1, BoNT-A LC inh2 0.0, PrPC TRFRET 4.3, Mtb FBA inh 0.0 and BoNT F protease 0.3.
CC(=O)N1C(O)CC(C)N1c1ccccc1 (configuration not stated) was read as FadD28 FP inh -4.9, Mtb BioA inh -0.1, CCHFV vOTU inh -6.1, GDH-TPI counter 5.2, Mtb UGM inh 0.8, BoNT-A LC inh2 0.6, PrPC TRFRET 4.6, Mtb FBA inh -1.8 and BoNT F protease 6.2.
COc1ccc(C)cc1-n1c(C)cc(C=O)c1C was read as FadD28 FP inh -1.9, Mtb BioA inh -0.8, CCHFV vOTU inh 17.1, GDH-TPI counter -3.1, Mtb UGM inh -0.3, BoNT-A LC inh2 0.7, PrPC TRFRET -1.4, Mtb FBA inh -0.8 and BoNT F protease 0.9.
CCOC(=O)c1c(-c2ccccc2)n(C)c2ccc(O)cc12 was read as FadD28 FP inh 0.7, Mtb BioA inh 0.2, CCHFV vOTU inh 1.9, GDH-TPI counter 3.4, Mtb UGM inh 1.5, BoNT-A LC inh2 0.8, PrPC TRFRET -1.5, Mtb FBA inh 6.7 and BoNT F protease 6.1.
Screening CCN1CCN(Cc2c(O)ccc3c2O/C(=C\C=C\c2ccccc2OC)C3=O)CC1 returned FadD28 FP inh 0.4, Mtb BioA inh -37.0, CCHFV vOTU inh 8.5, GDH-TPI counter 14.7, Mtb UGM inh -0.1, BoNT-A LC inh2 16.7, PrPC TRFRET -13.8, Mtb FBA inh -3.9 and BoNT F protease -4.3.
Screening CCN(C(=S)Nc1cccnc1)c1ccccc1 returned FadD28 FP inh -2.1, Mtb BioA inh -0.1, CCHFV vOTU inh 4.3, GDH-TPI counter 6.8, Mtb UGM inh -6.3, BoNT-A LC inh2 -0.2, PrPC TRFRET -0.8, Mtb FBA inh 1.4 and BoNT F protease -1.5.
Screening Cc1ccc(CCNC(=O)C2CC(c3ccccc3[N+](=O)[O-])=NO2)cc1 (configuration not stated) returned FadD28 FP inh -2.1, Mtb BioA inh 0.0, CCHFV vOTU inh 10.6, GDH-TPI counter 4.3, Mtb UGM inh -2.1, BoNT-A LC inh2 0.6, PrPC TRFRET -17.4, Mtb FBA inh 4.4 and BoNT F protease -8.4.
Screening O=C(CSc1nnc2ccc(-c3ccccn3)nn12)Nc1ccc(F)cc1 returned FadD28 FP inh -1.9, Mtb BioA inh -0.9, CCHFV vOTU inh 2.5, GDH-TPI counter 12.5, BoNT-A LC inh2 -0.1, PrPC TRFRET -4.5, Mtb FBA inh 1.9 and BoNT F protease -2.2.
`Cc1ccc(CSCC(=O)N2CCN(c3ccc(F)cc3)CC2)cc1` gave FadD28 FP inh 1.1, Mtb BioA inh -0.7, CCHFV vOTU inh 8.0, GDH-TPI counter 6.7, Mtb UGM inh 1.0, BoNT-A LC inh2 0.0, PrPC TRFRET -4.1, Mtb FBA inh 8.9 and BoNT F protease -1.2.
COCCN(C(=S)Nc1cccc(OC)c1)C1CCN(C(C)C)CC1 was read as FadD28 FP inh -0.9, CCHFV vOTU inh -13.4, GDH-TPI counter 1.8, Mtb UGM inh -2.2, BoNT-A LC inh2 0.0, PrPC TRFRET 5.4, Mtb FBA inh -4.8 and BoNT F protease 1.5.
For COc1ccc(S(=O)(=O)N2CCOCC2)cc1NC(=O)CSc1nnc(C2CC2)n1C the results were FadD28 FP inh -1.9, Mtb BioA inh 6.8, CCHFV vOTU inh 8.0, GDH-TPI counter 15.0, Mtb UGM inh 0.7, BoNT-A LC inh2 1.3, PrPC TRFRET 4.9, Mtb FBA inh 2.8 and BoNT F protease 11.1.
`CCCC(=O)C1=C(O)C(C(=O)OC)C(C)(C)CC1=Nc1ccc(OC)cc1` (configuration not stated) gave FadD28 FP inh -2.9, CCHFV vOTU inh -1.1, GDH-TPI counter 2.2, Mtb UGM inh 0.0, BoNT-A LC inh2 -0.4, PrPC TRFRET 9.4, Mtb FBA inh 4.2 and BoNT F protease -5.5.

Part of the list above in order of number of heavy atoms, lowest first:
Screening CCN(C(=S)Nc1cccnc1)c1ccccc1 returned FadD28 FP inh -2.1, Mtb BioA inh -0.1, CCHFV vOTU inh 4.3, GDH-TPI counter 6.8, Mtb UGM inh -6.3, BoNT-A LC inh2 -0.2, PrPC TRFRET -0.8, Mtb FBA inh 1.4 and BoNT F protease -1.5.
O=[N+]([O-])c1ccc(NN=Cc2cccc([N+](=O)[O-])c2)cc1 was read as FadD28 FP inh -3.6, Mtb BioA inh -2.8, CCHFV vOTU inh 1.7, GDH-TPI counter 7.7, BoNT-A LC inh2 0.6, PrPC TRFRET -4.0, Mtb FBA inh -12.7 and BoNT F protease 5.8.
For COc1ccc(N2CCN(C(=O)c3ccc(C)c(Cl)c3)CC2)cc1 the results were FadD28 FP inh -1.9, Mtb BioA inh 14.0, CCHFV vOTU inh -7.2, GDH-TPI counter 5.9, Mtb UGM inh 2.4, BoNT-A LC inh2 -0.2, PrPC TRFRET 2.6, Mtb FBA inh -3.5 and BoNT F protease -7.9.
For COc1ccc(N=CC2=C(O)CC(c3ccccc3)CC2=O)c(OC)c1 (configuration not stated) the results were FadD28 FP inh -1.1, CCHFV vOTU inh -6.5, GDH-TPI counter 12.2, Mtb UGM inh 0.6, BoNT-A LC inh2 1.0, PrPC TRFRET 0.5, Mtb FBA inh 2.0 and BoNT F protease -2.1.
For Cc1cc(C(=O)COC(=O)Cc2n[nH]c(=O)c3ccccc23)c(C)n1-c1ccc2c(c1)OCCO2 the results were FadD28 FP inh 0.4, CCHFV vOTU inh 1.9, GDH-TPI counter 13.9, Mtb UGM inh 2.6, BoNT-A LC inh2 -0.2, PrPC TRFRET 13.4, Mtb FBA inh 3.8 and BoNT F protease -6.6.

New compounds follow:
COc1ccc(C(=O)COC(=O)Cn2c(C)csc2=O)c(OC)c1 was read as FadD28 FP inh -0.1, Mtb BioA inh 5.6, CCHFV vOTU inh -3.0, GDH-TPI counter 2.1, Mtb UGM inh 0.0, BoNT-A LC inh2 2.4, PrPC TRFRET -0.2, Mtb FBA inh -0.2 and BoNT F protease -1.6.
Screening CC(=C\c1ccccc1)/C=C1/SC(=O)N(CCCC(=O)Nc2ccc(C(=O)O)cc2)C1=O returned FadD28 FP inh -4.9, CCHFV vOTU inh 5.3, GDH-TPI counter 26.8, Mtb UGM inh -0.1, BoNT-A LC inh2 -1.4, PrPC TRFRET -5.7, Mtb FBA inh -5.4 and BoNT F protease -7.1.
Screening COc1ccc(CC(=O)NNC(=O)c2ccoc2C)cc1OC returned FadD28 FP inh -1.1, Mtb BioA inh 0.1, CCHFV vOTU inh -21.8, GDH-TPI counter 2.1, Mtb UGM inh 1.8, BoNT-A LC inh2 -0.3, PrPC TRFRET -2.4, Mtb FBA inh 3.4 and BoNT F protease 2.0.
COC(=O)c1cc2occc2n1Cc1nc(-c2ccccc2F)oc1C was read as FadD28 FP inh -2.0, Mtb BioA inh 0.0, CCHFV vOTU inh -14.7, GDH-TPI counter 2.6, Mtb UGM inh -3.0, BoNT-A LC inh2 0.2, PrPC TRFRET 8.7, Mtb FBA inh -1.6 and BoNT F protease -2.9.
For C[C@H](CO)N1C[C@H](C)[C@@H](CN(C)S(C)(=O)=O)Oc2ccc(NC(=O)NC3CCCCC3)cc2C1=O the results were FadD28 FP inh -1.4, Mtb BioA inh 0.3&-5.9, CCHFV vOTU inh 10.4, GDH-TPI counter 3.4, Mtb UGM inh -1.5, BoNT-A LC inh2 0.2, PrPC TRFRET 9.4, Mtb FBA inh 0.3 and BoNT F protease 0.5.
Screening Clc1ccc(Cc2nc(-c3cccnc3)no2)cc1 returned FadD28 FP inh -2.6, Mtb BioA inh 4.0, CCHFV vOTU inh -4.4, GDH-TPI counter 1.5, Mtb UGM inh 0.2, BoNT-A LC inh2 0.9, PrPC TRFRET 4.6, Mtb FBA inh 1.8 and BoNT F protease 0.8.
For COc1ccc(CC2(CO)CCN(Cc3cnc(-c4ccccc4C)nc3)CC2)cc1 the results were FadD28 FP inh -1.2, Mtb BioA inh 0.6, CCHFV vOTU inh -20.0, GDH-TPI counter 7.8, BoNT-A LC inh2 0.4, PrPC TRFRET -6.7, Mtb FBA inh 4.9 and BoNT F protease -4.8.
COc1ccc(-c2csc(N3C(=O)C4C5c6ccccc6C(c6ccccc65)C4C3=O)n2)cc1 (configuration not stated) was read as FadD28 FP inh -3.7, CCHFV vOTU inh -11.9, GDH-TPI counter 2.9, Mtb UGM inh -1.2, BoNT-A LC inh2 0.1, PrPC TRFRET -1.9, Mtb FBA inh -0.5 and BoNT F protease -5.4.

Assay outcomes deposited in PubChem by several laboratories.
